OX1R antag – blocks the human orexin 1 receptor; CHO/OX1R cells, Fluo-8 calcium fluorescence, orexin A; inhibition, % at 5 µM; 330,000 tested, 0.43% active; AID 434989;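 active = inhibition above its plate's threshold, mean inhibition of all tested compounds on the plate plus 3 SD, cut at about 37% in these data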;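 note: 0% = orexin A challenge wells and 100% = SB-334867-A antagonist wells; not every result past the cut was called active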
Target sequence (O43613 whole entry, looked up): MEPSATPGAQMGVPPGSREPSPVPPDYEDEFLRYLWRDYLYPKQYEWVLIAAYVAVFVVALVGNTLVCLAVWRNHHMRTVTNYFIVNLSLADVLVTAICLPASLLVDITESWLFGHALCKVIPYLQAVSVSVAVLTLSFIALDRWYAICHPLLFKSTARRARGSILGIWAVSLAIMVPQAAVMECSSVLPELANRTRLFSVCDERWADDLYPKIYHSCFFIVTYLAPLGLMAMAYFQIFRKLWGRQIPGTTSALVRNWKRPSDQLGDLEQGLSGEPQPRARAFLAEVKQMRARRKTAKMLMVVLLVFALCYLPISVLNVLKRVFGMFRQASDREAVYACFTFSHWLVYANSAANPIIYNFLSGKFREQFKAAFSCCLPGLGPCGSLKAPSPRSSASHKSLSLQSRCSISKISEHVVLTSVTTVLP
CHT allo act – human CHT allosteric activation | 310,000 tested, 0.49% active | B-score at 10 µM | AID 488977 | CHT-expressing cells, membrane potential dye, choline EC20; active compounds read high; LV-AA mutant CHT in HEK293 cells | Q9GZV3;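 active = initial fluorescence not abnormally high and integrated response B-score, plate-corrected, over 3 SD above library mean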
Target sequence (Q9GZV3 whole entry, looked up): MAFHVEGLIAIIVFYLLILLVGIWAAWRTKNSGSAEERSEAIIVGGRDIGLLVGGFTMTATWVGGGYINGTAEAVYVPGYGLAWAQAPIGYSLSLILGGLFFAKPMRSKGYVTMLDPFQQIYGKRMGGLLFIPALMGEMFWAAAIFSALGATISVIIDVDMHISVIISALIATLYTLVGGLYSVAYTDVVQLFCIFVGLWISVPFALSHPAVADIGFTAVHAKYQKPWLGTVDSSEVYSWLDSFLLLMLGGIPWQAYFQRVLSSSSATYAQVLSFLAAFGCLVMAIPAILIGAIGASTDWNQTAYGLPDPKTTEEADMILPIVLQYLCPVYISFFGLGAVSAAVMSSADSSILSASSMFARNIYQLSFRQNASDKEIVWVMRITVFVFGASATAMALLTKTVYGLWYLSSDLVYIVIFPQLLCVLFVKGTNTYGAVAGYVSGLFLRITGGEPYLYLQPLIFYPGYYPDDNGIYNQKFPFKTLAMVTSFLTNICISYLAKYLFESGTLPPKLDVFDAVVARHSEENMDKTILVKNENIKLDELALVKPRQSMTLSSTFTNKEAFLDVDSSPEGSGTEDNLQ
* = called active by the depositor; i = inactive; nt = not tested or not shown.

canonical_smiles	OX1R antag	CHT allo act
CN(CC(=O)Nc1ccc(Cl)c(C(F)(F)F)c1)C(=O)c1cc(=O)c2ccccc2o1	-12	nt
CC(C)(C)N1C(=O)[C@H]2[C@@H](c3ccc(Br)cc3)N3C(=O)N(c4cccc(Cl)c4)C(=O)[C@@]3(C)[C@H]2C1=O	-27	i
O=C(CCCn1nnc2ccccc2c1=O)N[C@@H](Cc1ccccc1)C(=O)O	-15	i
CN(C)S(=O)(=O)c1ccc(NC(=O)CN2CCOCC2)cc1	-10	i
Cn1c(SCC(=O)NCCc2ccccc2)ncc(C(=O)Nc2ccccc2)c1=O	-15	i
c1ccc(-c2cc(-c3nn4c(-c5ccco5)nnc4s3)c3ccccc3n2)cc1	-13	i
Cc1noc(C(=O)Nc2ccc3c(c2)OCO3)c1Cl	-10	i
O=C(COc1ccc(-c2nnco2)cc1)NC1CCCc2ccccc21 (stereo unspecified)	-5	i
COc1ccc(CN(C)C(=O)c2ccccc2OCc2c(C)noc2C)cc1OC	-18	nt
COc1ccc(OC)c(CN2CCN(C(=O)c3cccc(S(=O)(=O)Nc4ccc(C)cc4)c3)CC2)c1	-51	i
CCn1nc(C)c(Br)c1-c1nc(-c2ccc(C)cc2)no1	-19	i
COc1cc2c(cc1OC)C1(CCCC1)C(N)=C2C#N	-32	i
Cc1cc(C)c(C(=O)Nc2ccccc2)c(CC(C)(C)C(=O)O)c1	-5	i
CC(C)Sc1nc2c(c(=O)[nH]1)C(c1cccs1)C1=C(CC(C)(C)CC1=O)N2 (stereo unspecified)	-16	i
CCOC(=O)c1sc(C)c(C(=O)NC2CCCCC2)c1N	-6	i
CCOc1cc(/C=N/NC(=O)CN(CCc2ccccc2)S(=O)(=O)c2ccc(NC(C)=O)cc2)ccc1O	-35	i
CCOc1ccccc1NS(=O)(=O)c1ccc2[nH]c(=O)[nH]c2c1	12	i
CC(=O)Nc1ccc(Nc2nc(-c3sc(NC(C)=O)nc3C)cs2)cc1	-3	i
N#CC(C#N)=C1C=CC=CN1/C(=C\c1ccco1)C(=O)c1ccc(Cl)cc1	62*	i
CCOc1nc(NC(=O)NC(=O)c2ccccc2)nc(-c2ccccc2)n1	-8	i
CCc1ccc(NC(=O)Cc2c(C(=O)O)n(C)c3ccccc23)cc1	-7	i
CCOc1cc(S(=O)(=O)N(CC)CC)ccc1F	-11	i
CC(C)NCc1cc(Br)ccc1OCc1ccccc1	-30	i
CCc1c(C(=O)NCCc2cccc(C)c2)[nH]c(C)c1C(C)=O	-19	i
CCOC(=O)C1=NN(C(=O)Cc2ccccc2)C(O)(c2ccc(Cl)cc2)C1 (stereo unspecified)	-20	i

Whole records as entered above. Order of values: OX1R antag, CHT allo act
`CC(=O)Nc1ccc(Nc2nc(-c3sc(NC(C)=O)nc3C)cs2)cc1` is entered as -3, i
`CCOC(=O)c1sc(C)c(C(=O)NC2CCCCC2)c1N` is entered as -6, i
`Cc1cc(C)c(C(=O)Nc2ccccc2)c(CC(C)(C)C(=O)O)c1` is entered as -5, i
`O=C(CCCn1nnc2ccccc2c1=O)N[C@@H](Cc1ccccc1)C(=O)O` is entered as -15, i

Next section.
canonical_smiles	OX1R antag	CHT allo act
O=C(Nc1nncs1)C1COc2ccccc2O1 (stereo unspecified)	-19	i
Cc1ccc2c(c1)C(=O)C(=O)N2Cc1ccc(Cl)cc1	-7	nt
O=C(N/N=C/c1cc2c(cc1Br)OCO2)c1cc2ccccc2o1	-1	i
CCCNC(=O)COc1ncnc2sc(C)c(C)c12	-8	i
CCc1ccc(OCC(=O)NNC(=O)C2CCC2)cc1	6	i
CN(C)S(=O)(=O)c1ccc(C(=O)NCc2nc3ccccc3s2)cc1	-8	i
CCOC(=O)c1ccc(NC(=O)NCc2ccccn2)cc1	-14	i
C/C=C(\C)CN1CCC(n2nccc2NC(=O)c2ccc3c(c2)OCO3)CC1	4	i
O=C(c1ccccc1)C1CN(c2ccccc2)CC1c1ccc(Cl)cc1 (stereo unspecified)	-3	i
CN1CCN(S(=O)(=O)Cc2ccccc2Cl)CC1	-2	i
COC(=O)[C@H](CC(C)C)NC(=O)N1CCN(c2cccc(C(F)(F)F)c2)CC1	1	i
O=C(c1ccccc1)c1c[nH]c(C(=O)NCc2cccnc2)c1	-14	i
CC(C)(C)c1nc2ccccc2c2nnc(SCC(=O)NCc3ccco3)n12	-40	i
COc1cc(SC)ccc1C(=O)OCC(=O)NC1CCCC1	-31	i
CC(=O)c1cccc(N=Cc2c(O)c3ccccc3oc2=O)c1	-22	i
COCCNCCCCOc1ccc(C)cc1[N+](=O)[O-]	-19	i
CC1=Nn2c(nnc2-c2cc(-c3ccccc3)n[nH]2)SC1	-23	i
Cn1c(SCC(=O)Nc2ccc(NC(=O)c3cccc(F)c3)cc2)nnc1-c1ccncc1	-9	i
COc1cc(/C=N/Nc2ccccn2)ccc1O	-13	i
Cc1ccc(C)c(NC(=O)Nn2cnnc2)c1	8	i
CC1CCCC(C)N1C(=O)COC(=O)COc1ccc(C#N)cc1 (stereo unspecified)	26	nt
CSC1=C(C#N)C(c2sccc2C)CC(=O)N1 (stereo unspecified)	-13	i
O=C(NC(Cc1ccccc1)C(=O)O)NC12CC3CC(CC(C3)C1)C2 (stereo unspecified)	-11	i
CC(=O)Nc1cccc(C(=O)Nc2cccc(S(=O)(=O)NCc3ccco3)c2)c1	0	nt
CCOC(=O)c1[nH]c2ccccc2c1NC(=O)CC(C)(C)C	-11	i

With a hit mark in OX1R antag, among the entries above:
canonical_smiles	OX1R antag
N#CC(C#N)=C1C=CC=CN1/C(=C\c1ccco1)C(=O)c1ccc(Cl)cc1	62*

Following part:
canonical_smiles	OX1R antag	CHT allo act
CCOc1cc(C(=O)OCC(=O)c2cc(C)n(CC3CCCO3)c2C)ccc1OCC(=O)N1CCOCC1 (stereo unspecified)	-13	i
COc1cccc(NC(=O)CN(C)C(=O)C23CC4CC(CC(Cl)(C4)C2)C3)c1	-6	nt
COc1ccccc1CC(=O)Nc1ccc(O)cc1C(=O)O	-5	i
C=CCn1c(C)nnc1SCC(=O)Nc1oc(C)c2c(C)n[nH]c(=O)c12	-8	i
COc1cccc(Oc2cncnc2-c2ccc(OC)cc2O)c1	-26	i
CN1C(=O)NC(c2ccccc2)C2=C1CN(Cc1ccccc1)C2=O (stereo unspecified)	-18	i
O=S(=O)(Nc1ccc(Cl)cc1)c1cccc2cccnc12	-28	i
CCC(=O)NCCNc1nc2cc(C)cc(C)c2cc1C#N	-25	i
Cc1noc(C)c1C(=O)OC(C)C(=O)NC(C)c1ccc(Cl)cc1Cl (stereo unspecified)	-18	nt
COc1ccc(C(=O)CCC(=O)N2CCN(c3cc(C)ccc3C)CC2)cc1	-1	i
NC(=O)C1CCN(C(=O)c2ccco2)CC1	-3	i
Cc1ccc(C(=O)OCC(=O)NC2CC2)cc1S(=O)(=O)N1CCOCC1	-6	nt
Clc1ccc(CSc2ncccn2)cc1	-6	i
CCc1cc(C(=O)NNC(=O)CCl)sc1C	-13	i
CC1=NN(c2nc3ccccc3[nH]2)C(=O)/C1=C/N(C)C	3	i
CCN(CC)S(=O)(=O)c1ccc(N2CCCC2)c(NC(=O)c2c(-c3ccccc3)noc2C)c1	-31	i
CCN(C[C@H]1N[C@@](Cc2ccccc2)(C(=O)OC)[C@H]2C(=O)N(C)C(=O)[C@@H]12)C(C)=O	-3	nt
CCCCNC(=O)Cn1cnc([N+](=O)[O-])n1	-13	i
CS(=O)(=O)N(CC(=O)N1CCOCC1)c1cc(C(F)(F)F)ccc1Cl	10	i
O=C(CCNC(=O)c1ccccc1Cl)NNC(=O)c1ccccc1O	1	i
CC12CC(NC(=O)N1c1ccc(C(=O)N3CCN(c4ccc(F)cc4)CC3)cc1)c1ccccc1O2 (stereo unspecified)	-21	i
Nc1nc(Sc2c([N+](=O)[O-])cc(C(F)(F)F)cc2[N+](=O)[O-])n[nH]1	2	i
NC(=O)C1CCN(C(=S)c2cccs2)CC1	-13	i
O=C(NC1CCCCC1)n1c(=O)oc2ccccc21	-10	i
CC1=Nn2c(nc(-c3ccccc3)c2-c2ccccc2)NC(=O)C1Br (stereo unspecified)	-26	i

The final 2 compounds of the section before lead into the next.
Each structure is followed by: OX1R antag, CHT allo act
- O=C(NC1CCCCC1)n1c(=O)oc2ccccc21
    -10, i
- CC1=Nn2c(nc(-c3ccccc3)c2-c2ccccc2)NC(=O)C1Br (stereo unspecified)
    -26, i
- CCOC(=O)c1c(C)[nH]c(O)c1C=Nc1ccc(Cl)cc1
    -25, i
- CCCCOc1ccccc1NC(=O)CSc1nnnn1C(C)(C)C
    -25, i
- CCOc1ccc(NC(=O)Cn2nc(C(N)=O)c3ccccc3c2=O)cc1S(=O)(=O)N1CCCC1
    -4, nt
- CN(Cc1ccccc1)c1nc2c(c(=O)[nH]c(=O)n2C)n1C
    -12, i
- CCC(COC)NCc1cn(-c2ccc(F)cc2F)nc1-c1ccccc1C (stereo unspecified)
    -18, i
- COc1ccc(-n2ncc3c(SCC(=O)NNC(C)=O)ncnc32)cc1
    -11, i
- CC(Sc1nnc(Cc2ccccc2)o1)C(=O)NC1(C#N)CCCCC1 (stereo unspecified)
    -25, nt
- COc1ccccc1CN1CCC(CNS(=O)(=O)c2cc(-c3cc(C)no3)ccc2C)CC1
    -38, i
- CN(C)/C=C1\C(=O)N(c2ccc(Cl)c(Cl)c2)CS1(=O)=O
    -7, i
- CC(=O)Nc1cc2nc(C)n(Cc3ccccc3[N+](=O)[O-])c2nc1C
    3, i
- N#CCn1c(CN2CCCC2)nc2ccccc2c1=O
    1, i
- CC(=O)c1ccc(NC(=O)CSc2nnc3ccc(-c4ccccn4)nn23)cc1
    -16, i
- COc1ccc(CCNCCN2CCOCC2)cc1
    -9, i
- C=CCn1c(=O)c2ccccc2n2c(SCc3nc(N)nc(Nc4ccccc4C)n3)nnc12
    -1, i
- O=C(CCNS(=O)(=O)c1ccccc1F)N1CCN(S(=O)(=O)c2cccc(F)c2)CC1
    -11, i
- O=C(Nc1ccc(Br)cn1)c1ccc2nccnc2c1
    -11, i
- COc1ccc(N2CCN(C(=O)c3ccc(Br)o3)CC2)cc1
    -11, i
- Cn1c(-[n+]2c(-c3ccccc3)cc(-c3ccccc3)cc2-c2ccccc2)nc2c([N+](=O)[O-])cccc21
    -4, i
- COC(=O)[C@]1(C)N[C@H](CN(C)C(=O)c2ccc(C(C)(C)C)cc2)[C@@H]2C(=O)N(C)C(=O)[C@@H]21
    -10, nt
- CC(=O)c1ccc(Nc2c([N+](=O)[O-])ccc3nonc23)cc1
    -8, i

Next section, starting with the last 4 of the part before.
Each structure is followed by: OX1R antag, CHT allo act
- COc1ccc(N2CCN(C(=O)c3ccc(Br)o3)CC2)cc1
    -11, i
- Cn1c(-[n+]2c(-c3ccccc3)cc(-c3ccccc3)cc2-c2ccccc2)nc2c([N+](=O)[O-])cccc21
    -4, i
- COC(=O)[C@]1(C)N[C@H](CN(C)C(=O)c2ccc(C(C)(C)C)cc2)[C@@H]2C(=O)N(C)C(=O)[C@@H]21
    -10, nt
- CC(=O)c1ccc(Nc2c([N+](=O)[O-])ccc3nonc23)cc1
    -8, i
- COc1ccc(S(=O)(=O)N2CCOCC2)cc1NC(=O)c1ccccc1-c1ccc(C(F)(F)F)cc1
    -26, i
- COc1ccc(Cl)cc1N1C(=O)C2CCCN2C1c1ccccc1F (stereo unspecified)
    -11, i
- COc1ccc(C(CNC(=O)c2oc3ccc(Br)cc3c2C)N2CCCCC2)cc1 (stereo unspecified)
    -24, i
- O=C(O)CSC1CC(=O)N(c2ccc(Cl)cc2)C1=O (stereo unspecified)
    -5, i
- N#C/C(=C\C=C\c1ccccc1)c1nc(-c2ccc3c(c2)OCO3)cs1
    6, i
- Cc1cc(/C=C2/NC(=O)NC2=O)c(C)n1-c1ccc(C#N)cc1
    -1, i
- CCOC(=O)N1CCN(C(=O)C2CCN(S(=O)(=O)c3ccc(C)cc3)CC2)CC1
    -12, i
- CC(C)Cn1c(=O)c2ccccc2n2c(CCC(=O)O)nnc12
    7, i
- Cc1ccc(CN2CC(C(=O)Nc3ccncc3)CC2=O)cc1 (stereo unspecified)
    2, i
- Cc1ccc(-n2nc(CC#N)c(C#N)c2N)cc1Cl
    -12, i
- CC(C)(C)c1ccc(C(=O)NC(=S)NCC2CCCO2)cc1 (stereo unspecified)
    -25, i
- COc1ccc(N2CCSC2C(=O)NN)cc1 (stereo unspecified)
    -29, i
- O=C(CCN1CCN(CC(=O)Nc2ccccc2Cl)CC1)Nc1ccccc1F
    -34, i
- Cc1cc(NC(=O)c2cccc(S(=O)(=O)N3CCOCC3)c2)no1
    -18, i
- CCc1noc(C)c1C(=O)OCC(=O)Nc1ncc(Cl)cc1Cl
    -11, i
- Cc1oc(-c2ccccc2F)nc1CS(=O)(=O)CC(=O)N1CCN(c2ccccc2)CC1
    -41, i
- CC(NS(=O)(=O)c1ccccc1)C(=O)NCc1ccco1 (stereo unspecified)
    -15, i
- O=C(Nc1cccc([N+](=O)[O-])c1)c1cnccn1
    -7, i
- CC1(C)OC(=O)C(=Cc2ccc(-c3ccc(S(N)(=O)=O)cc3)o2)C(=O)O1
    -23, i
- CCC(C)(C)n1nnnc1C(c1ccccc1)N1CCN(C2CCCC2)CC1 (stereo unspecified)
    -29, i
- Cc1ccc2oc(=O)c(/C=C(\O)c3ccccc3)nc2c1
    -18, i
- CCCCN1C(=O)c2ccc(C(=O)Nc3ccc(C)c(S(=O)(=O)N(C)C)c3)cc2C1=O
    1, i
- COC(=O)[C@@]1(Cc2ccc(F)cc2)[C@H]2c3cc(C(=O)N(C)C)n(CCSCCO)c3C[C@H]2CN1C(=O)c1ccccc1
    -14, i

Bioassay records: PubChem BioAssay, several laboratories
